Screening data (PubChem)
Nrf2 activator – activates Nrf2 signaling. AREc32 ARE-luciferase reporter (MCF7-derived line), luminescence, 24 h. Potency, µM (titrated, usually from 46.1 µM), for inactives: top-dose activation, hits mostly activators. AID 624171. 410,000 compounds, 0.31% hits; note: % of control where 0% means no effect; nearly all actives have a fitted effect of over 65% in size
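Luciferase luminescence (Steady-Glo, 30 min at room temperature) served as the read-out of ARE activation in AREc32 cells treated with compounds for 24 hr at 37 deg C.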
HepG2 tox – counter-screen for TGF-b inhibitors: cytotoxicity in HepG2 cells; HepG2 CAGA-GFP viability, ATP luminescence, 18 h; 410,000 compounds, 0.76% hits; AID 588856; Potency, µM (doses to about 46.1 µM), for the others: at the highest dose activity change, negative = cytotoxicity, most hits filed as cytotoxic; note: some results filed as inactive show a strong effect at the top dose
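CellTiter-Glo luminescence gave cytotoxicity after 18 hours at 37 degrees C. The cells were HepG2 CAGA-GFP in 1% FBS DMEM, stimulated with 500 pg/mL TGF-beta after compound addition. %Activity was normalised to no-cell wells (complete cell-killing) and DMSO (no toxicity), and curves were fitted and classified.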
ATXN2 expr inh – reduces ATXN2 reporter expression in HEK-293 cells; HEK-293 ATXN2-luciferase reporter, luminescence, 24 h; Potency, µM (titrated, usually from 57 µM), for the others: top-dose activity change, negative = inhibition, usual class: inhibitors; 360,000 compounds, 0.72% hits; note: % is set by controls: 0 for no effect and ±100 for the full control effect; nearly all actives have a fitted effect of over 55% in size
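ATXN2-luciferase reporter cells (luciferase flanked by upstream and downstream ATXN2 gene portions) were treated 24 h at 37 °C with compounds at up to 57 uM. SteadyGlo luminescence gave expression; GF-AFC fluorescence gave viability.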
Nrf2 inh – blocks Nrf2 signaling | 360,000 compounds, 2.1% hits | AID 504444 | Potency, µM (doses to about 46 µM), without a hit: top-dose activity change, negative = inhibition, usual class: inhibitors | A549 ARE-Fluc reporter, luciferase luminescence, 18-24 h; note: % is set by controls: 0 for no effect and ±100 for the full control effect; nearly all actives have a fitted effect of over 60% in size
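Two sequential reads on A549 ARE_Fluc cells exposed to compound for 18-24 h: a CellTiter-Fluor fluorescence read for viability, then a luciferase luminescence read for Nrf2/ARE activity.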
EPAC2 antagonist – EPAC2 (human) antagonism; 360,000 compounds, 0.18% hits; EPAC2 GEF exchange of Rap1B-BODIPY-GDP, fluorescence; Potency, µM (highest dose often 114 µM), without a hit: at the highest dose activity, negative = inhibition, most hits filed as inhibitors; note: % is set by controls: 0 for no effect and ±100 for the full control effect; nearly all actives have a fitted effect of over 45% in size; many of its hits are not listed in these tables
Target sequence (Q8WZA2 whole entry, looked up): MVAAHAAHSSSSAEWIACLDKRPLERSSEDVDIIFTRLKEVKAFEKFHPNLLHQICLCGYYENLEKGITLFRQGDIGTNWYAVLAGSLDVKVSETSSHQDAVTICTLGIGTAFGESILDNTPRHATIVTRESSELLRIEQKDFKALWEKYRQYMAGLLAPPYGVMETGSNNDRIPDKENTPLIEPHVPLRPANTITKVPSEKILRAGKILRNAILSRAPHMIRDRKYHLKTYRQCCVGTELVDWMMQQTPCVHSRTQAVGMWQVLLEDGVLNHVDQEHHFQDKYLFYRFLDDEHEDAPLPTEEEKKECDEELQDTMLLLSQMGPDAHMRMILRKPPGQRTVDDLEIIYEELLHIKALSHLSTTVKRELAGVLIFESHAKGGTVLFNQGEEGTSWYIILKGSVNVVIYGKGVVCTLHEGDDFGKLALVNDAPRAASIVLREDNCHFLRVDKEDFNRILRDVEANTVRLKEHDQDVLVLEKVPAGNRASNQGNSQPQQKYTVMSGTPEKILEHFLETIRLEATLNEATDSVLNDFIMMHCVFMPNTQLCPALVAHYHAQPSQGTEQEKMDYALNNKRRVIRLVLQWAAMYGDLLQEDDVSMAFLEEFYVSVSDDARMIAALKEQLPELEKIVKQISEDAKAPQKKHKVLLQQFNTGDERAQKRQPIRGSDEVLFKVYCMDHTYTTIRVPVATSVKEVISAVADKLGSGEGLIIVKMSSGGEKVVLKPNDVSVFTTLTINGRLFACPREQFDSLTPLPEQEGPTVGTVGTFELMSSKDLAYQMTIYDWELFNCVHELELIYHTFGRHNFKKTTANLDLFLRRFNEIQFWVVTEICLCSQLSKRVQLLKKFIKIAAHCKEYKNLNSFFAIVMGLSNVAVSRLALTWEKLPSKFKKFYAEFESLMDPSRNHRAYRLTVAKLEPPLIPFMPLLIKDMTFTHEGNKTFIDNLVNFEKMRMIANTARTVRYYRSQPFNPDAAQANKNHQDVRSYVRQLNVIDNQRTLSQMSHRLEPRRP
A549 viability – A549 cytotoxicity, counter-screen for Nrf2 inhibitors. A549 ARE-Fluc cells, CellTiter-Fluor viability, 18-24 h. Potency, µM (titrated, usually from 46 µM), without a hit: top-dose activity change, negative = cytotoxicity, most hits filed as inhibitors. 390,000 compounds, 0.16% hits. AID 504648; note: % is set by controls: 0 for no effect and ±100 for the full control effect
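A549 ARE_Fluc cells in 5% FBS OPTI-MEM were exposed to compounds in concentration-response for 18-24 h at 37 deg C. Viability was read by CellTiter-Fluor fluorescence (Ex 405/Em 525) after 30 min, before the luciferase read.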
ATXN viability – viability counter-screen for ATXN expression inhibitors. S2 cells (HEK-293 line with an ATXN2-luciferase reporter) viability, CellTiter-Fluor protease fluorescence, 24 h. Potency, µM (series often up to 56.7 µM), most hits filed as cytotoxic. 400,000 compounds, 0.49% hits. AID 651635; note: nearly all actives have a fitted effect of over 40% in size
TGFb SMAD3 inh – TGF-b pathway inhibition; 410,000 compounds, 1.2% hits; HepG2 CAGA-GFP TGF-b/SMAD3 reporter, GFP fluorescence, 18 h; TGF-beta stimulated, 500 pg/mL final; Potency, µM (top dose mostly 46.1 µM), inactives show at the top dose activity, negative = inhibition, usual class: inhibitors; note: % is set by controls: 0 for no effect and ±100 for the full control effect; nearly all actives have a fitted effect of over 65% in size
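Inhibition was scored as loss of TGF-beta-induced (500 pg/mL final, 18 hours, 37 degrees C) GFP in HEPG2 cells carrying a CAGA-GFP reporter, in DMEM with 1% FBS. Well GFP was summed per cell; Activity was normalised to unstimulated and stimulated DMSO wells, then concentration-response fitting.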
MCF10A rerep – DNA re-replication induction in MCF 10a cells. MCF 10A DNA re-replication, Hoechst nuclear intensity, 48 h. 350,000 compounds, 2.9% hits. Potency, µM (highest dose often 46.1 µM), inactives show at the top dose activity, positive = re-replication, hits mostly activators; note: % of control where 0% means no effect; nearly all actives have a fitted effect of over 50% in size
The depositor's hits bear a star; i = inactive; ? = inconclusive; . = not tested or not shown; & = joins results of further samples; [ ] = dose if it differs, or a comment. Calls come from the whole dose curve; as a rule, active = well fitted curve in the direction sought with a large enough effect; inconclusive = small, poorly fitted or top-dose-only effect, or another doubt; inactive = no such curve, though single readings can be large; an effect the other way counts as inactive or inconclusive. Potency is the fitted concentration of half-maximal effect. Not all compounds are listed; count on the stated rates, not on these rows.

SMILES	Nrf2 activator	HepG2 tox	ATXN2 expr inh	Nrf2 inh	EPAC2 antagonist	A549 viability	ATXN viability	TGFb SMAD3 inh	MCF10A rerep
Cc1noc(C)c1-c1ccc(C(=O)Nc2cccc(C(F)(F)F)c2)c2occc12	11%	-32%	-7%	.	6%	.	i	23%	.
O=C(NCc1ccco1)c1cc(-c2cccnc2)nc2ccccc12	5.4%	1%	-3%	11%	-5%	-5%	i	-3%	3%
OC(c1cc(Cl)cc(Cl)c1)c1ncc(-c2ccccc2C(F)(F)F)[nH]1 (configuration not stated)	-3.7%	-85%	?	.	-22%	.	?	?	.
CCCCOC(=O)Nc1nc2ccc(OC)cc2s1	-0.2%	4%	41%[activator]	-15%	20%	2%	i	4%	11%
Cc1cc(C)c2oc(C(=O)N(Cc3ccc(F)cc3)C3CCS(=O)(=O)C3)cc(=O)c2c1 (configuration not stated)	2.1%&3.8%	-1%&-18%	7%&-14%	?	-12%	?	?	3%&-4%	-1%
CCCCCCN1CCN(C2CN(Cc3ccc([N+](=O)[O-])cc3)S(=O)(=O)C2)CC1 (configuration not stated)	6.6%	-32%	-3%	.	2%	.	i	?	.
CCCc1nn(C)c(C(=O)Nc2ccc(C(C)(C)C)cc2)c1Cl	2.8%	-17%	0%	7%	-15%	0%	i	15%	?
CN1CCN(C(=S)C(=O)Nc2ccc(Br)cc2)CC1	1.9%	8%	-2%	1%	3%	-7%	i	-6%	-8%
COc1ccc(C(=O)Cn2cnc3ccccc3c2=O)cc1	1.9%	4%	70%[activator]	?	4%	1%	i	16%	-2%
NCCc1nnc(SCc2ccc(Cl)cc2)o1	-0.6%	0%	-5%	-36%	.	2%	i	-2%	.
Cc1c(C(N)=O)sc2ncn(CC(=O)OC(C)C)c(=O)c12	0.1%	-16%	-10%	-26%	4%	-6%	i	0%	-1%
CC(=O)Nc1ccc2c(c1)nc(CCN1CCN(c3ccccn3)CC1)n2C	-0.9%	32%	-3%	-1%	12%	1%	i	13%	-6%
O=C(NCCCN1CCCC1=O)c1cc(S(=O)(=O)N2CCOCC2)c(Cl)cc1Cl	-0.5%	-6%	2%	1%	0%	7%	i	-2%	-1%
COc1ccc2nc(NC(=O)Nc3ccccc3OC)sc2c1	-0.4%	-1%	32%	?	0%	3%	i	-7%	?
CC(NCCCSc1ccccc1)C(O)c1ccc(O)cc1 (configuration not stated)	3.8%	-23%	.	.	11%	.	i	-16%	.
CC(C)CN(C(=O)c1cccc([N+](=O)[O-])c1)c1c(N)n(CC(C)C)c(=O)[nH]c1=O	0.0%	15%	-3%	3%	7%	1%	i	22%	-1%
C/C(=N\NC(=O)c1ccc(O)cc1)c1ccc(N2CCOCC2)cc1	3.0%	8%	-16%	4%	2%	-2%	i	13%	4%
NC(=O)C1CCN(C(=O)CN2CCN(c3cccc(C(F)(F)F)c3)CC2)CC1	0.1%	-22%	-8%	-2%	9%	6%	i	3%	-1%
Cc1ccc(C2=CC(c3ccc(C)cc3)n3ncnc3N2)cc1 (configuration not stated)	1.1%	-5%	2%	2%	?	-2%	.	1%	1%
CCc1cc2c3c(c(=O)oc2cc1OC)CCCC3	-0.5%	-23%	-8%	1%	-3%	0%	i	0%	22%
Cc1ccc(F)cc1NC(=O)CSc1nc(Nc2ccccc2)nc(N2CCOCC2)n1	-0.8%	-2%	3%	-5%	8%	7%	i	1%	12%
Cc1ccc(Oc2ccc(Oc3ccc(C)cc3)nn2)cc1	1.8%	3%	10%	14%	20%	0%	i	1%	-179%[0.0737 µM]
COP(=O)(c1ccc(N(C)C)cc1)C(O)c1ccccc1 (configuration not stated)	0.4%	-2%	-4%	0%	1%	1%	i	1%	-18%
CC(C)NCCCCOc1cccc(Br)c1	2.1%	5%	?	8%	1%	3%	.	4%	14%
CCOC(=O)c1c(C)[nH]c(C(=O)COC(=O)c2oc3ccccc3c2C)c1C	0.1%	-18%	-21%	-13%	-4%	-8%	i	0%	24%

Brought forward from above: 7 entries, then new ones.
SMILES	Nrf2 activator	HepG2 tox	ATXN2 expr inh	Nrf2 inh	EPAC2 antagonist	A549 viability	ATXN viability	TGFb SMAD3 inh	MCF10A rerep
Cc1ccc(C2=CC(c3ccc(C)cc3)n3ncnc3N2)cc1 (configuration not stated)	1.1%	-5%	2%	2%	?	-2%	.	1%	1%
CCc1cc2c3c(c(=O)oc2cc1OC)CCCC3	-0.5%	-23%	-8%	1%	-3%	0%	i	0%	22%
Cc1ccc(F)cc1NC(=O)CSc1nc(Nc2ccccc2)nc(N2CCOCC2)n1	-0.8%	-2%	3%	-5%	8%	7%	i	1%	12%
Cc1ccc(Oc2ccc(Oc3ccc(C)cc3)nn2)cc1	1.8%	3%	10%	14%	20%	0%	i	1%	-179%[0.0737 µM]
COP(=O)(c1ccc(N(C)C)cc1)C(O)c1ccccc1 (configuration not stated)	0.4%	-2%	-4%	0%	1%	1%	i	1%	-18%
CC(C)NCCCCOc1cccc(Br)c1	2.1%	5%	?	8%	1%	3%	.	4%	14%
CCOC(=O)c1c(C)[nH]c(C(=O)COC(=O)c2oc3ccccc3c2C)c1C	0.1%	-18%	-21%	-13%	-4%	-8%	i	0%	24%
N#CCSc1nc(N)c(C#N)c(C2CCCCC2)c1C#N	9.6%	5%	-6%	-29%	-26%	-18%	i	0%	?
Cc1sc(N/N=C/C=C/c2ccccc2)nc1-c1ccccc1	6.7%	-14%	-19%	-16%	0%	-10%	i	-15%	?
CCc1ccc(OCC(=O)Nc2cc3oc4ccccc4c3cc2OC)cc1	0.5%	-18%	12%	0%	.	1%	i	12%	.
COc1ccc(/C=N/NC(=O)C2COc3ccccc3O2)cc1OC (configuration not stated)	0.5%	4%	5%	24%	8%	-10%	i	-18%	-8%
C=CC[C@@H](CC(=O)OC(C)(C)C)C(=O)OC[C@H]1CCCN1C(=O)[C@@H](CC=C)CC(=O)NCCO	0.2%	-4%	-2%	0%	7%	-2%	i	-3%	0%
COc1ccc(C(F)(F)F)cc1NC(=O)c1nc2nc(C)cc(C(F)F)n2n1	18%	-14%	-9%	.	-1%	1%	i	0%	-1%
O=C(COC(=O)c1cccc2ccccc12)NCCCc1ccccc1	-0.6%[9.22 µM]	0%&21%	-7%	6%&-1%	-3%	6%&11%	i	14%&17%	-5%
CCOC(=O)c1ccc(-c2n[nH]c(=O)c3ccccc23)cc1	-0.2%	2%	-4%	2%	3%	-8%	i	-12%	-2%
CCN(Cc1nc2ccccc2c(=O)[nH]1)C(=O)c1ccc(C)c(NC(=O)c2ccco2)c1	1.6%	-31%	.	16µM*	0%	-10%	i	-19%	1%
Cc1cccn2c(=O)nc(SCC(=O)NCc3ccccc3Cl)nc12	-0.2%	13%	-1%	-26%	2%	0%	i	13%	3%
COC(=O)Cc1c(C)c2ccc(OC3CCCCC3=O)cc2oc1=O (configuration not stated)	1.8%	8%	33%	0%	10%	-1%	i	12%	1%
COC(=O)CSc1ccc2nnc(-c3ccc(F)cc3)n2n1	-0.2%	-26%	-6%	5%	-1%	5%	i	-1%	1%
CN(C)C(=O)c1cccc(-c2cnc3c(NC=O)cc(-c4cccc(C(F)(F)F)c4)cn23)c1	4.5%[9.22 µM]	-18%	?	.	?	.	.	?	.
COc1ccc(Cl)cc1NC(=O)CSc1cc(C)[nH]c(=O)n1	1.1%	-39%	-6%	.	.	0%	i	-19%	.
COc1ccc(CCN(C)C(=O)/C=C/c2c(Cl)nc3ccccn23)cc1OC	3.0%	-28%	-1%	8%	0%	1%	i	-22%	0%
CCC(CCCO)CCC[C@H](C)CCC1OCCO1 (some centres not stated)	3.0%	-30%	0%	1%	-7%	0%	i	-7%	?
COc1ccc(CCNC(=O)c2nn(C)c3c2CS(=O)(=O)c2ccccc2-3)cc1OC	0.1%	6%	.	-16%	-6%	-4%	i	14%	?
NC(=O)c1ccsc1NC(=O)COC(=O)C1CC2CCCC(C1)C2=O (configuration not stated)	0.3%	-28%	4%	4%	-8%	1%	i	-5%	-4%
Cc1ccc(-c2csc(-c3cc4c([nH]c3=O)CC(c3ccccc3)CC4=O)n2)cc1 (configuration not stated)	12%	-18%	-2%	8%	.	0%	i	31%	.
COc1ccc(C(C(=O)NCc2ccc(F)cc2)N(C(=O)c2csnn2)C2CC2)cc1 (configuration not stated)	-0.4%	-15%	-10%	0%	3%	0%	i	-2%	-3%
Cc1c(C(=O)N2CCN(c3ccccn3)CC2)oc2ccccc12	-0.4%	-8%	5%	?	-5%	-6%	i	5%	13%
NC(=O)c1ncn([C@@H]2O[C@H](CNC(=O)[C@@H](N)Cc3cccnc3)[C@@H](O)[C@H]2O)n1	-0.9%	5%	8%	7%	13%	3%	i	36%[activator]	-8%
C/C(=C\c1ccccc1)CN1CCN(Cc2ccc(C)o2)C(CCO)C1 (configuration not stated)	0.3%	-5%	2%	-2%	-2%	2%	?	1%	1%
Cc1cc(=O)oc(C)c1C(=O)N1CCCCC1	-0.7%	-5%	7%	11%	0%	0%	i	1%	-2%
Cc1ccccc1Cn1c2ccccc2c2cnn(CC(=O)NCC(C)c3ccccc3)c(=O)c21 (configuration not stated)	-0.8%	7%	4%	19%	.	2%	i	17%	.

Laid out differently: entries from further up.
Results follow in this order: Nrf2 activator | HepG2 tox | ATXN2 expr inh | Nrf2 inh | EPAC2 antagonist | A549 viability | ATXN viability | TGFb SMAD3 inh | MCF10A rerep
CCC(CCCO)CCC[C@H](C)CCC1OCCO1 (some centres not stated)
→ 3.0% | -30% | 0% | 1% | -7% | 0% | i | -7% | ?
COc1ccc(CCNC(=O)c2nn(C)c3c2CS(=O)(=O)c2ccccc2-3)cc1OC
→ 0.1% | 6% | . | -16% | -6% | -4% | i | 14% | ?

Looked up above:
A549 viability with `O=C(COC(=O)c1cccc2ccccc12)NCCCc1ccccc1` is entered as 6%&11%
A549 viability with `Cc1ccc(-c2csc(-c3cc4c([nH]c3=O)CC(c3ccccc3)CC4=O)n2)cc1` (configuration not stated) is entered as 0%
